Screens: PubChem, several laboratories
GlmU inhibition: inhibition of mycobacterial GlmU enzyme – biochemical, glucosamine-1-phosphate acetyltransferase (AID 1376) | M. tuberculosis GlmU acetyltransferase enzyme assay; higher % means a stronger effect | hit rate 0.25% among 220,000 | one-dose inhibition, %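 (tested at 30 µM in the primary screen)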; IC50 in µM for titrated hits; in the data active = inhibition above about 13%; inconclusive = no clear call, values can overlap the other calls;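 also: 0% = complete reaction with vehicle and 100% = reaction without substrate; strong numbers were not always called active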
RmlCD inh 1536: M. tuberculosis RmlC/RmlD inhibition | P9WH09+P9WH11 | RmlC+RmlD coupled enzyme assay, percent inhibition; primary screen in compound mixtures | inhibition, % at 3.6 µM | hit rate 0.03% among 160,000 | AID 1533; in the data active = inhibition mostly above about 34%, no sharp cut-off; inconclusive = no clear call, values can overlap the other calls; inactive = mostly below about 22%; also: some results filed as inactive read as strong as hits
Target sequence (P9WH09 whole entry, looked up): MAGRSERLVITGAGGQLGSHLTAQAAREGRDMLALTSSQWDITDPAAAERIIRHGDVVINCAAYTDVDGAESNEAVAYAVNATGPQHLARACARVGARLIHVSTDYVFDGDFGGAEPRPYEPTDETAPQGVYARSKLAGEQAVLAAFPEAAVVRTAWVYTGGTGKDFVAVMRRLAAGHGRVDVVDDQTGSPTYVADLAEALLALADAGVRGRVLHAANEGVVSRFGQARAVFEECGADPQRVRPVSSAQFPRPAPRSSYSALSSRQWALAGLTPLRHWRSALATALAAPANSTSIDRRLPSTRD
Target sequence (P9WH11 whole entry, looked up): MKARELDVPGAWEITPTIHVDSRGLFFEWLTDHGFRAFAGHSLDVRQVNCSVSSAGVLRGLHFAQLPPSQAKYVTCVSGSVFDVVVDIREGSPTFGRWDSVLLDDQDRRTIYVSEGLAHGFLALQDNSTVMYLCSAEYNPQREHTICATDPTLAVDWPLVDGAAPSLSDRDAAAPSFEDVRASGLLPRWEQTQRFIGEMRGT
* hit, by the source's call; ? = inconclusive; · = no result given; & = joins results of further samples. Only part of the results is shown (hit frequency here may not be typical).

Values run as follows: GlmU inhibition, RmlCD inh 1536
> CC(=O)NC(c1ccc(C)cc1)c1cc([N+](=O)[O-])c2cccnc2c1O (stereo not drawn)
    1.1%, ·
> O=C(CCN1CCCCC1)NCC(=O)Nc1ccc(Br)cc1C(=O)c1ccccc1
    -0.5%, ·
> O=C(O)c1ccccc1C(=O)c1ccc(Cl)cc1
    -0.8%, -8.2
> Cc1c(Nc2nc3ccccc3nc2NS(=O)(=O)c2cccs2)c(=O)n(-c2ccccc2)n1C
    3.1%, -7.2
> CCCN(CCC(=O)Nc1cc(OC)cc(OC)c1)CC1CC1
    -1.4%, 20.2
> COc1cc(CNc2nc(C)c([N+](=O)[O-])c(C)c2C#N)cc(OC)c1OC
    -0.5%, 1.8
> CSc1nccc(-c2cc(Cl)sc2Cl)n1
    3.5%, ·
> CCOc1cccc(C(=O)NC(c2ccccc2)C(C)C)c1 (stereo not drawn)
    2.0%, -11.2
> Cc1ccccc1Nc1nnc(SCC(=O)Nc2ncc(C(F)(F)F)cc2Cl)s1
    -1.1%, -9.5
> c1ccc(CSc2nnc(-c3ccccn3)n2-c2ccccc2)cc1
    -2.7%, -11.6
> CCCCNC(=O)Nc1ccnn1C1CCCCC1
    0.1%, ·
> COc1ccccc1NC(=S)NNC(=O)c1ccncc1
    -0.1%, 11.3
> Oc1ccc2ccccc2c1CNn1cnnc1
    -3.2%, ·
> O=C(NN1C(=O)C2C3C=CC(C4CC34)C2C1=O)c1cccc(Br)c1 (stereo not drawn)
    1.1%, 4.5
> COc1ccccc1NC(=O)C1(c2ccccc2)CCCC1
    -3.4%, 8.4
> O=C(CSc1ncnc2ccccc12)c1cccs1
    4.1%, 5.2
> CCCCn1cc2c(c1-c1cccc(C)c1)c(=O)n(C)c(=O)n2C
    8.2%, -8.4
> Cc1ccc(Cc2c[nH]c(=S)s2)cc1
    7.4%, 11.0
> CSc1nc(-c2ccco2)nn1S(C)(=O)=O
    -0.6%, ·
> CCn1ncc(C2=NOC(C(=O)Nc3ccc(C)cc3)C2)c1C (stereo not drawn)
    -4.5%, ·
> Cc1cccc(-n2c(O)c(C=NC3CCS(=O)(=O)C3)c3ccccc3c2=O)c1 (stereo not drawn)
    5.7%, 7.2
> CCOC(=O)N1CCC(n2c(SCC(=O)NCCC3=CCCCC3)nc3ccccc3c2=O)CC1
    1.0%, ·
> NC(=O)COc1ccc(/C=N/NC(=O)C2CCCN2S(=O)(=O)c2ccc(Cl)cc2)cc1 (stereo not drawn)
    -2.2%, ·
> Cc1ccc(C(=O)COC(=O)c2cnccn2)cc1C
    -5.6%, 8.2
> Clc1cccc(C2CCN(Cc3nc(COc4ccccc4)no3)C2)c1 (stereo not drawn)
    0.3%, ·
> CCOC(=O)c1[nH]c(Cc2[nH]c(C(=O)OCC)c(C)c2CCC(=O)OC)c(CCC(=O)OC)c1C
    -3.6%, -1.9
> CSc1nc(C)cc(OCCO)n1
    3.7%, -3.0
> Cc1cc(C)cc(N(CC(=O)N2CCN(c3ccccc3)CC2)S(=O)(=O)c2c(C)noc2C)c1
    -1.8%, ·
> CC12COC3(C(=O)Nc4ccc(Cl)cn4)CC1CCC32C (stereo not drawn)
    0.0%, ·
> Cc1ccc2nc(-c3ccc(NC(=O)C4CCCO4)cc3)[nH]c2c1 (stereo not drawn)
    -2.3%, 7.4
> CCS(=O)(=O)NCc1cn2c(C)csc2n1
    0.2%, 0.7
> O=C(Nc1nc2c(s1)CCCC2)c1nn(Cc2ccccc2)c(=O)c2ccccc12
    -3.4%, -5.1
> C=CCn1c(N)cc(=O)nc1SCC(=O)N(c1ccccc1)c1ccccc1
    -4.3%, -0.5
> COC(=O)COC(=O)c1ccc(-n2nnnc2SC)cc1
    -1.7%, ·
> COc1ccc(-n2c(SCC(=O)N/N=C/c3ccccc3OCC(=O)O)nc3ccccc3c2=O)cc1
    5.1%, 5.8
> CC(C)c1ccc(NC(=O)CSc2nc3c(c(=O)[nH]2)CCC3)cc1
    5.5%, ·
> CCn1c(N2CCN(C(=S)Nc3ccc(OC)cc3)CC2)nc2ccccc21
    0.2%, -2.6
> COCCn1cc(C(=O)N2CCC3(CC2)OCCO3)c2c3ccccc3n(C)c2c1=O
    -1.7%, 5.3
> COc1ccc(N2C(=O)C3CCCN3C2c2ccccc2)cc1 (stereo not drawn)
    6.5%, -10.8
> S=C(NCCc1ccccc1)N/N=C/c1cccc(Cl)c1Cl
    3.4%, -5.8
> CS(=O)(=O)N(CC(=O)N1CCCC1)c1cccc(Cl)c1Cl
    0.3%, ·
> Cc1ccc(SCCNC(=O)/C=C/c2cccc([N+](=O)[O-])c2)cc1
    2.2%, ·
> Cc1ccc(C2OCC3(CO2)COC(c2ccc(C)cc2)OC3)cc1 (stereo not drawn)
    7.2%, -12.2
> Cc1ccc(C(=O)N/C(=C\c2ccc(-c3ccc([N+](=O)[O-])cc3)o2)C(=O)NC2CCS(=O)(=O)C2)cc1 (stereo not drawn)
    0.6%, -4.9
> Cc1c(C)n(O)c2ccc3nonc3c12
    1.2%, -7.8
> Cc1ccc(CC(=O)Nc2ccc(OC(F)F)c(Cl)c2)cc1C
    2.2%, -14.2
> N#C/C(=C/c1ccco1)c1nc2ccccc2s1
    -2.2%, 5.3
> C/C(=N\NC(=O)Cn1ccc(C(F)(F)F)n1)c1ccco1
    1.1%, -9.7
> [O-]c1c[n+](-c2ccccc2)no1
    -3.0%, -9.6
> CCOc1ccccc1-n1c(=O)c2ccccc2c2ccccc2c1=O
    2.2%, 7.2
> Cc1ccc(-c2nc3ccccc3n3c(C)nnc23)cc1
    -2.9%, -20.4
> CCC1SC(CC)C(=O)N(CC(=O)NCc2ccc(F)cc2)C1=O (stereo not drawn)
    -6.3%, 3.3
> CCOC(=O)c1ccc(N2C(=O)C(C)=C(C)C2=O)cc1
    2.1%, -2.9
> O=C(Nc1ccccc1)Nc1ccccc1C(=O)NCCCN1CCOCC1
    5.4%, ·
> CCOC(=O)[C@H]1NN=C(C(=O)OC)[C@@H]1c1ccccc1
    8.2%, -11.5
> CCOc1ccc(N2C(=O)Nc3ccccc3C2(O)C(=O)NCc2ccc(F)cc2)cc1 (stereo not drawn)
    0.3%, 9.6
> CC1CN(S(=O)(=O)c2ccc(C(=O)Nc3ccc(S(=O)(=O)Nc4ncccn4)cc3)cc2)CC(C)O1 (stereo not drawn)
    4.9%, 26.1
> CS(=O)(=O)N(CC(=O)N1CCCCC1)c1cccc(F)c1
    -3.2%, 1.6
> O=C1c2ccccc2C(=O)N1Cc1ccco1
    -1.1%, 57.0
> O=Cc1cccn1Cc1ccccc1[N+](=O)[O-]
    -8.1%, -5.2

Exported with tabs: entries from further up.
Structure	GlmU inhibition	RmlCD inh 1536
O=C(Nc1ccccc1)Nc1ccccc1C(=O)NCCCN1CCOCC1	5.4%	·
Cc1ccc2nc(-c3ccc(NC(=O)C4CCCO4)cc3)[nH]c2c1 (stereo not drawn)	-2.3%	7.4
C=CCn1c(N)cc(=O)nc1SCC(=O)N(c1ccccc1)c1ccccc1	-4.3%	-0.5
N#C/C(=C/c1ccco1)c1nc2ccccc2s1	-2.2%	5.3
CC12COC3(C(=O)Nc4ccc(Cl)cn4)CC1CCC32C (stereo not drawn)	0.0%	·

The list continues.
Values run as follows: GlmU inhibition, RmlCD inh 1536
> O=C(O)CCC(=O)NCc1ccc2[nH]c3c(c2c1)CCCC3
    0.5%, -2.6
> COc1cc(CNc2ccc(N3CCN(C(C)=O)CC3)cc2)ccc1OCc1ccc(F)cc1
    2.2%, 10.9
> CCOC(=O)c1c(NC(=O)CSc2ncccn2)sc2c1CCN(Cc1ccccc1)C2
    -6.5%, 6.0
> CSc1ccc(-c2c(C#N)c(N)nc3c2CCCC3)cc1
    -1.8%, 14.6
> Cc1oc(C(C)(C)C)cc1C(=O)N1CCN(c2ccc(C(F)(F)F)cn2)CC1
    -3.8%, -5.7
> COc1ccc(OC)c(NC(=O)C2CCN(c3nc(C)cc(C)n3)CC2)c1
    1.9%, ·
> CNC(=O)COC(=O)CCC(=O)c1ccc(Cl)cc1
    -2.8%, 1.8
> O=C(O)C1(c2ccc(Cl)cc2)CCC1
    1.4%, ·
> O=C(CN1CCC(n2nnc3ccccc32)CC1)NCc1cccs1
    3.4%, 7.2
> COc1cccc(NC(=O)c2cccc(C)c2[N+](=O)[O-])c1
    3.0%, ·
> Cc1ccc(NC(=O)CN2CCCCCC2)cc1Br
    -1.5%, 5.5
> C=CCn1c(O)c(N=Nc2c(C)n(C)n(-c3ccccc3)c2=O)c(=O)[nH]c1=S
    6.2%, 8.0
> CCN(c1ccc(OC)cc1)c1ncnc2nc[nH]c12
    0.1%, -5.2
> Cc1cc(C)c(-c2csc(NC(=O)COC(=O)c3ccc4c(c3)OCO4)n2)c(C)c1
    0.6%, 6.0
> COCCNC(=O)c1ccccc1NC(=O)c1ccc(OC)c(OC)c1
    4.8%, -13.7
> C#CCOc1c(Cl)cc(/C=N/O)cc1OC
    -1.2%, 5.4
> O=C(NC(=S)Nc1cc(C(F)(F)F)ccc1N1CCOCC1)c1ccc(-c2cccc(Cl)c2)o1
    1.6%, -9.2
> CC(NCCO)C(=O)C12CC3CC(CC(C3)C1)C2 (stereo not drawn)
    -3.5%, 9.8
> COc1cccc(C(=O)Nc2ccc(NC(=O)C(C)C)nc2)c1
    ?, 11.2
> Cc1cc2nnc(SCC(=O)N3CCOCC3)n2c2ccccc12
    4.5%, 1.1
> CCCCc1cc(=O)oc2c(CN(C)C)c(O)c(Cl)cc12
    -0.4%, -12.9
> O=C(CSc1ccccc1)NCCSCc1ccccc1
    5.7%, -6.3
> C/C(=N\NC1=NCCN1)c1ccccc1
    1.1%, -0.5
> CC(=O)NC(CCS(C)(=O)=O)C(=O)N1CCc2ccccc21 (stereo not drawn)
    -3.2%, 34.6
> CCCc1c(C(=O)N2CCN(c3ccccc3OC)CC2)cnn1-c1ccccc1
    1.9%, -12.6
> O=c1oc2ccccc2cc1-c1ccc(O)cc1
    -4.7%, -5.0
> O=C(O)CNc1nc(Cl)ccc1[N+](=O)[O-]
    -4.5%, ·
> Cc1onc(-c2ccccc2)c1NC(=O)N(CCC#N)Cc1cccs1
    0.9%, 1.1
> CN(C)S(=O)(=O)c1ccc(N2CCOCC2)nc1
    0.4%, -8.6
> CN(C)CCCN1c2ccccc2Sc2ccc(Cl)cc21
    -3.0%&-7.7%, ·
> CC(=O)Oc1ccc2c(=O)c(N3C(=O)c4ccccc4C3=O)c(C)oc2c1
    -0.7%, -9.6
> COc1ccc(Br)cc1/C=C/C(=O)Nc1ccc(C)cc1
    -4.2%, 1.5
> O=C(Nc1ccccc1N1CCCCC1)c1cnccn1
    -5.4%, 9.9
> CC1CCCC(NC(=O)c2cccc(N3CCCC3=O)c2)C1C (stereo not drawn)
    -1.9%, -2.9
> N#CCCN1CCN(S(=O)(=O)c2ccc(S(=O)(=O)NCC3CCCO3)cc2)CC1 (stereo not drawn)
    1.3%, -28.2
> Cc1[nH]c2ccccc2c1C(=O)CSc1ncn[nH]1
    4.0%, ·
> COc1cc(C(N)=O)cc(Cl)c1OC
    -1.7%, ·
> COC(=O)c1sccc1NC(=O)COc1ccc(Cl)cc1
    1.8%, -10.8
> CN(C)/C=N/c1nc2ccc3c(c2s1)CCCC3
    -3.8%, ·
> CCC(=O)OCCn1c(=O)c2ccccc2c2ccccc2c1=O
    -0.7%, ·
> C=CCN1N=C(c2ccc(NC(=O)c3ccccc3)cc2)CSC1=O
    5.4%, ·
> O=C(C1=C[C@@H](c2ccccc2)C[C@@H](OCCCCO)O1)N1CCN(Cc2ccc3c(c2)OCO3)CC1
    2.2%, ·
> CCC(Oc1ccccc1)C(=O)Nc1ncc([N+](=O)[O-])s1 (stereo not drawn)
    0.5%, -7.9
> C[C@]12CC[C@@H]3c4ccc(OC(=O)c5ccccc5)cc4CC[C@H]3[C@@H]1CC[C@@H]2O
    3.1%, ·
> CC1CN(S(=O)(=O)c2cccc(-c3csc(-c4ccccc4)n3)c2)CC(C)O1 (stereo not drawn)
    1.3%, ·
> CS(=O)(=O)N(CC(=O)N1CCN(C(c2ccccc2)c2ccccc2)CC1)C1CCCCC1
    1.1%, 7.5
> Cn1ncc(-c2ccno2)c1C(=O)O
    3.7%, ·
> O=C(CN1C(=O)S/C(=C\C=C\c2ccccc2)C1=O)Nc1ccc(O)cc1
    0.7%, 4.1
> CCN(CC)c1ncnc2c1sc1nc(C)cc(C)c12
    -0.4%, 5.2
> O=C(OCCN1CCOCC1)C1(c2ccccc2)CCCC1
    -2.1%, 6.0
> COc1cccc(OCCOc2ccccc2OC(C)C)c1
    1.3%, 9.6
> COC(=O)CN1C(=O)C(C)=C(c2ccc(C)cc2)S1(=O)=O
    4.1%, 2.2
> COc1cc(C2SCCS2)cc(Br)c1Oc1ncccc1[N+](=O)[O-]
    -0.3%, -11.3
> C=CCNc1nc(Nc2ccc(OC)cc2)nc(OCC)n1
    -0.2%, ·
> CCCCNC(=O)C(c1ccc(-c2ccccc2)cc1)N(CCN1CCOCC1)C(=O)CCCCCN1C(=O)NC(c2ccc([N+](=O)[O-])cc2)C(C(=O)OCc2ccccc2)=C1C (stereo not drawn)
    -1.6%, ·
